Assay outcomes (PubChem)
MCF10A rereplic: DNA re-replication induction in MCF 10a cells; actives 2.9% (n = 350,000); Potency, µM (highest dose often 46.1 µM), for the others: top-dose activity, positive = re-replication, usual class: activators; MCF 10A DNA re-replication, Hoechst nuclear intensity, 48 h; further: potency means the concentration at half of the fitted maximal effect; % of control where 0% means no effect; nearly all actives have a fitted effect of over 50% in size
SW480 rerep: DNA re-replication induction in SW480 cells. SW480 DNA re-replication, Hoechst DNA content imaging, 48 h. actives 1.8% (n = 340,000). Potency, µM (series often up to 46.1 µM), for the others: at the highest dose re-replication activation, actives largely listed as activators; further: potency means the concentration at half of the fitted maximal effect; % of control where 0% means no effect; nearly all actives have a fitted effect of over 55% in size
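Cells (250 per well) received 23 nL compound or DMSO by pin tool and were kept 48 hr at 37 C, 5% CO2. Nuclei were then stained with Hoechst for 40 min and scanned for DNA content.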
KB-3-1 tox: KB-3-1 parental cell cytotoxicity | AID 1347075 | actives 1.4% (n = 400,000) | KB-3-1 viability, CellTiter-Glo ATP luminescence, 72 h | Potency, µM (doses to about 46.1 µM), inactives show at the highest dose activity change, negative = cytotoxic, hits mostly cytotoxic; further: potency means the concentration at half of the fitted maximal effect; on the % scale 0 is the no-effect control and ±100 the full control effect; nearly all actives have a fitted effect of over 60% in size
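Here the drug-naive KB-3-1 line serves as comparator for MDR sub-line selectivity; cells received compound titrations, 72 h at 37 °C, then CellTiter-Glo readout.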
KB-V1 MDR tox: KB-V1 MDR subline cytotoxicity; KB-V1 MDR cells viability, CellTiter-Glo, 72 h; Potency, µM (highest dose often 46.1 µM), for the others: at the top dose activity change, negative = cytotoxicity, hits mostly cytotoxic; actives 3.4% (n = 400,000); AID 1347076; further: potency means the concentration at half of the fitted maximal effect; on the % scale 0 is the no-effect control and ±100 the full control effect; nearly all actives have a fitted effect of over 60% in size
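Cells of the MDR subline KB-V1 are plated, dosed with compound at multiple concentrations, and incubated 72 h at 37 degrees C; CellTiter-Glo is then added and luminescence read after 10 min.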
IL-1B inflam inh: blocks inflammasome-driven IL-1 beta release; THP-1 LPS/ATP IL-1B secretion, AlphaLISA, 16 h; hits give low values; AID 743279; activity change, % at 57.5 µM; actives 4.7% (n = 360,000); in the data active means activity change below about -50%; inconclusive means mostly about -30% to -49%; further: on the % scale 0 is the no-effect control and ±100 the full control effect
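THP-1 cells pretreated 1 hr with compounds (up to 57.5 uM final), then stimulated with LPS (250 ng/mL final) plus ATP (1.25 mM final); secreted IL-1B measured by AlphaLISA after 16 hr, decreased signal indicating inhibition.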
D3 ag: D3 dopamine receptor (human) agonism; max activation, %; actives 0.58% (n = 410,000); D3R DiscoveRx beta-arrestin cells, luminescence, 90 min; P35462; in the data active means max activation above about 30%; further: 0% is about no effect; mostly tested at two doses, the higher about 12 µM
Target sequence (P35462 whole entry, looked up): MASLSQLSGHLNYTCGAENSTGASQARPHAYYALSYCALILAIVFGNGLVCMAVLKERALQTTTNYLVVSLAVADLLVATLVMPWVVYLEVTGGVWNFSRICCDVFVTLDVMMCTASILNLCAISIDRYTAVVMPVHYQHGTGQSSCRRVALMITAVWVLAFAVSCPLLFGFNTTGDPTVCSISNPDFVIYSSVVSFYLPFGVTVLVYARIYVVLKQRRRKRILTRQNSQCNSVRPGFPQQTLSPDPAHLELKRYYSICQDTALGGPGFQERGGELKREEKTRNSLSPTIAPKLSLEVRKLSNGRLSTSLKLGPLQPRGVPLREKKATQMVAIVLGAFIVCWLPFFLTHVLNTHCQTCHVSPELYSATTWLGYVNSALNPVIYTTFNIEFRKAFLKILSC
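Agonist-mode cell screen: cells plated at 1500/well and incubated overnight at 37 °C, then exposed to library compounds for 90 min at 37 °C. Detection reagent was added for 30–60 min at room temperature, and luminescence was read.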
HT1080NT lethal: kills 2HG-producing HT-1080-NT fibrosarcoma cells; HT-1080-NT fibrosarcoma viability, CellTiter-Glo ATP luminescence, 48 h; Potency, µM (top dose mostly 46.1 µM), for inactives: at the highest dose activity, negative = less viability, hits mostly cytotoxic; actives 1.6% (n = 360,000);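 further: NT is the 2HG producing partner of a matched IDH1 knockdown line; potency means the concentration at half of the fitted maximal effect; 0% = DMSO-treated cells and -100% = media-only wells without cells; nearly all actives have a fitted effect of over 55% in size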
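Viability by CellTiter-Glo luminescence after 48 h compound exposure at 37C of HT-1080-NT cells (750/well, RPMI, 5% FBS). % activity scaled between DMSO wells and medium-only wells, then curve-fitted and categorized by curve class.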
GLP1R cytotox: cytotoxic in the GLP-1 receptor inverse agonist counter-screen; actives 0.13% (n = 410,000); AID 624418; HEK293 cAMP-luciferase reporter cells, luminescence, 24 h; Potency, µM (doses to about 38.3 µM), inactives show at the top dose activity change, negative = inhibition, hits mostly inhibitors;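 further: loss of luciferase light is scored as toxicity; potency means the concentration at half of the fitted maximal effect; on the % scale 0 is the no-effect control and ±100 the full control effect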
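Seeding density was 200 cells/uL; after overnight-length (12 h) culture, 23 nL compounds went on for 24 h at 37 °C. Readout used a luciferase detection reagent, luminescence taken after 12 min at room temperature.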
HT1080 IDH1KD tx: HT-1080 IDH1 knockdown cell toxicity (counter line); Potency, µM (top dose mostly 46.1 µM), for the others: at the top dose activity, negative = toxicity, actives largely listed as cytotoxic; HT-1080 IDH1 knockdown viability, ATP luminescence, 48 h; actives 2% (n = 360,000); AID 686971;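 further: potency means the concentration at half of the fitted maximal effect; 0% = DMSO wells and -100% = cell-free medium wells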
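In this qHTS, HT-1080 cells depleted of IDH1 are exposed for 48 h at 37 °C to compound titrations. Toxicity is scored from CellTiter-Glo luminescence, with DMSO as full viability and medium alone as none.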
Active calls of the source: *; ? = inconclusive; . = no result given; & = joins results of further samples; [ ] = remark or other dose. Unless noted, the call rests on the fitted dose curve; in most records, active means well fitted curve in the direction sought with a large enough effect; inconclusive means small, poorly fitted or top-dose-only effect, or another doubt; inactive means no such curve, though single readings can be large; an effect the other way counts as inactive or inconclusive.

SMILES	MCF10A rereplic	SW480 rerep	KB-3-1 tox	KB-V1 MDR tox	IL-1B inflam inh	D3 ag	HT1080NT lethal	GLP1R cytotox	HT1080 IDH1KD tx
O=C(CNC(=O)c1ccco1)NCC(=O)OCc1ccccc1Cl	?	-7%	3%	4%	16	3	7%	3%	20%
COc1cc(/C=C/C(=O)O)ccc1OCc1cnc(Cl)s1	4%	-3%	7%	5%	14	-5	18%	5%	0%
CCn1ccnc1C(O)c1cccc2ccccc12 (stereo unspecified)	-1%	9%	16%	21%	?	4	-2%	-4%	-1%
Nc1ccccc1C#CC(=O)c1ccccc1	8.2µM*	?	?	-3%	-102*	-2	?	?	?
CCOc1cccc2sc(N(Cc3cccnc3)C(=O)c3ccc(C#N)cc3)nc12	.	.	-5%	-21%	.	-16	.	-13%	.
O=C(/C=C/c1ccccc1)Nc1ccc(Cl)cn1	?	15µM*	18µM*	?	0	-7	?	?	4.6µM*
CC(NC(=O)C1CCCN1S(=O)(=O)c1cccc2cccnc12)c1ccccc1 (stereo unspecified)	1%	-8%	-6%	-6%	0	-5	3%	-18%	12%
CCn1nnc(C(=O)O)c1C(=O)O	0%	-8%	-10%	8%	-1	-10	-2%[9.24 µM]	7%	-23%
CC1Cc2ccccc2N1C(=O)CSc1ncc(-c2ccc(F)cc2)n1C (stereo unspecified)	-2%	5%	1%	-15%	-77*	-2	0%	5%	-3%
Cc1cnc(C(=O)Nc2ccccc2-c2ccc(C)o2)cn1	?	12%	-6%	-7%	4	0	-1%	-3%	-19%
CC(C)c1nnc(NC(=O)CCCC(=O)O)s1	-1%	-2%	11%	23%	-11	6	21%	1%	11%
CCCCNCC(=O)Nc1ccc(NC(=O)CNCCCC)cc1	5%	2%	-3%	-2%	-8	0	-19%	?	-7%
Cc1nn(CCCC(=O)NCc2cccc(F)c2)c(=O)c2nn(-c3ccccc3)c(C)c12	.	.	10%	?	.	-16	.	3%	.
CCOC(=O)c1cc(-c2ccccc2)n(CC(=O)O)c1C	2%	-8%	7%	7%	0	0	26%	-4%	22%
COC(=O)c1cn(C(=O)c2ccc(Br)o2)c2ccccc12	-3%	-6%	0%	?	-8	4	12%	5%	12%
CCc1cccc(NC(=O)CN(c2ccc(C)cc2)S(=O)(=O)c2cccs2)c1	.	.	-7%	?	.	3	.	2%	.
O=C(O)c1cc([N+](=O)[O-])ccc1C(=O)Nc1cccc([N+](=O)[O-])c1	-1%	-18%	1%	0%	-5	3	4%	11%	17%
O=c1c(O)c(-c2cc(O)c(O)c(O)c2)oc2cc(O)cc(O)c12	11%	-2%	0%&-5%&6%	15%&-15%&-2%	-18	0	2%&-14%	-7%	0%&-4%
COc1ccc(N2CCN(S(=O)(=O)c3c(C)n(C)c(=O)n(C)c3=O)CC2)cc1	2%	3%	5%	-1%	-11	16	9%	-2%	8%
COc1ccc(-c2nc(C)sc2CC(=O)O)cc1	-1%	-4%	-2%	0%	9	-7	-3%	84%[activator]	0%

4 entries drawn at random from those above, as already listed:
SMILES	MCF10A rereplic	SW480 rerep	KB-3-1 tox	KB-V1 MDR tox	IL-1B inflam inh	D3 ag	HT1080NT lethal	GLP1R cytotox	HT1080 IDH1KD tx
CC(C)c1nnc(NC(=O)CCCC(=O)O)s1	-1%	-2%	11%	23%	-11	6	21%	1%	11%
Cc1nn(CCCC(=O)NCc2cccc(F)c2)c(=O)c2nn(-c3ccccc3)c(C)c12	.	.	10%	?	.	-16	.	3%	.
COc1ccc(N2CCN(S(=O)(=O)c3c(C)n(C)c(=O)n(C)c3=O)CC2)cc1	2%	3%	5%	-1%	-11	16	9%	-2%	8%
O=C(O)c1cc([N+](=O)[O-])ccc1C(=O)Nc1cccc([N+](=O)[O-])c1	-1%	-18%	1%	0%	-5	3	4%	11%	17%

Further compounds
SMILES	MCF10A rereplic	SW480 rerep	KB-3-1 tox	KB-V1 MDR tox	IL-1B inflam inh	D3 ag	HT1080NT lethal	GLP1R cytotox	HT1080 IDH1KD tx
Cc1cccc(NC(=O)CCc2ccccc2)c1	2%	0%	1%	-3%	-14	2	19%	-10%[7.66 µM]	2%
Cc1ccsc1C(=O)N1CCCC(CCC(=O)NCc2ccccc2F)C1 (stereo unspecified)	-1%	17%	-1%	?	12	2	19%	18%[0.307 µM]	2%
CC(=O)NCCC(=O)Nc1nc(-c2ccccc2Cl)cs1	-7%	-7%	5%	-5%	-11	-2	-4%	-4%	-1%
CCCCN(C)CCNC(=O)c1cc(-c2cccnc2)nc2ccc(S(=O)(=O)N3CCC(C)CC3)cc12	2%	?	-3%	-5%	-14	-9&0	?	?	-17%
Brc1cccc(Nc2nc(-c3cccnc3)cs2)c1	?	6%	-29%	-10%	-15	1	-11%	-8%	-27%
CCOC(=O)c1c(N)n(-c2ccc(C)c(Cl)c2)c2nc3ccccc3nc12	.	.	3%	-20%	.	-7	.	2%	.
CCOC(=O)N1CCN(C(=O)c2ccc(CS(=O)c3ccccc3)o2)CC1 (stereo unspecified)	1%	-1%	17%	8%	15	19	0%	3%	1%
COCCNc1nc(SCC(=O)N2CCN(c3ccccc3)CC2)nc2ccccc12	-4%	-1%	9%	9.2µM*	-20	-10	1%	-22%	-18%
CCOc1ccc(S(=O)(=O)NCCC(=O)N2CCN(C(C)=O)CC2)cc1	.	.	-10%	2%	-2	0	-2%	9%	-3%
COc1ccccc1N(C(=O)c1ccco1)C(C(=O)NC1CCCC1)c1ccncc1 (stereo unspecified)	-3%	1%	-9%	-16%	1	-30	-1%	0%	1%
COCCNC(=O)C1CC(c2ccc(C(F)(F)F)cc2)=NO1 (stereo unspecified)	?	-12%	-16%	12%	-16	0	3%	1%	2%
Cc1ccc(N(C(=O)Cn2nnc3ccccc32)C(C(=O)NC2CCCCC2)c2cn(C)nc2C)cc1 (stereo unspecified)	-5%	1%	10%	7%	-7	-9	-18%	42%[activator]	3%[9.24 µM]
Cc1ccc(S(=O)(=O)CCC(=O)OCC(=O)Nc2cccc(S(=O)(=O)N3CCCCC3)c2)cc1	.	.	0%	1%	-8	0	-4%	-6%	-8%
CC(=O)Nc1c2c(nn1-c1ccccc1C)CS(=O)(=O)C2	1%	-7%	6%	0%	35	8	11%	11%	2%
COc1cc(OC)c(NC(=O)[C@@H]2CCC(=O)N2C2OC(=O)c3c2ccc(OC)c3OC)cc1Cl (stereo partly specified)	2%	1%	0%	19%	1	-5	9%	-9%	10%
COc1cc2c(C(=O)N3CCN(c4cc(Cl)ccc4C)CC3)cn(CC(C)C)c(=O)c2cc1OC	.	.	?	-4%	.	-8	.	1%	.
Cn1c(CNC(=O)CNC(=O)c2cccc(F)c2)cc(=O)n(C)c1=O	-4%	3%	-1%	9%	4	0	21%	?	6%
CC(C)C(NS(=O)(=O)c1cccc(C(F)(F)F)c1)C(=O)N1CCc2ccccc2C1 (stereo unspecified)	?	-8%	-9%	-18%	-7	6	-16%	3%	-20%
CS(=O)(=O)/C(C#N)=C/c1c(-c2ccccc2)nc2n1CCS2	-6%	-21%	0%	13%	9	-4	13%	3%	15%
Cc1ccc2c(C(=O)CN3CCCC3)c(C)[nH]c2c1	-6%	1%	-2%	12%	3	2	-7%	7%	1%
CCOC(=O)Cn1ccc(NC(=O)COc2ccc(F)cc2)n1	25%	-9%	-2%	0%	-26	-11	3%	3%	7%
CCOc1ccc(CCNC(=O)CCC(=O)N2CCOc3ccc(C)cc32)cc1OCC	1%	-10%	8%	5%	-11	-3	-6%	0%	-8%
CN(CC(=O)NC(=O)NCc1ccccc1)Cc1ccc(Cl)c(Cl)c1	?	3%	0%	4%	6	-14	0%	-11%	0%
Cn1nc(C(F)(F)F)c(-c2cccc(C(F)(F)F)c2)c1NC(=O)CSCC(=O)O	1%	-13%	-3%	?	-18	-7	3%	-12%	-4%
O=C1N=C(N2CCOCC2)S/C1=C\C=C/c1ccccc1	12%	-28%	2%	-3%	-18	-6	1%	-22%	5%
CCN(Cc1nc2ccccc2c(=O)[nH]1)C(=O)c1cccc(OCc2c(C)noc2C)c1	4%	-1%	?	?	23	-10	?	6%	?
C=CCn1c(C)nc2c(sc3nc4c(cc32)COC(C)(C)C4)c1=O	12%	0%	?	?	-17	17	5%	-18%	16%

Compound profiles, from the list above. Values in the order: MCF10A rereplic | SW480 rerep | KB-3-1 tox | KB-V1 MDR tox | IL-1B inflam inh | D3 ag | HT1080NT lethal | GLP1R cytotox | HT1080 IDH1KD tx
`Cn1nc(C(F)(F)F)c(-c2cccc(C(F)(F)F)c2)c1NC(=O)CSCC(=O)O` is listed with 1% | -13% | -3% | ? | -18 | -7 | 3% | -12% | -4%
`C=CCn1c(C)nc2c(sc3nc4c(cc32)COC(C)(C)C4)c1=O` is listed with 12% | 0% | ? | ? | -17 | 17 | 5% | -18% | 16%
`CCN(Cc1nc2ccccc2c(=O)[nH]1)C(=O)c1cccc(OCc2c(C)noc2C)c1` is listed with 4% | -1% | ? | ? | 23 | -10 | ? | 6% | ?
`CCOc1ccc(CCNC(=O)CCC(=O)N2CCOc3ccc(C)cc32)cc1OCC` is listed with 1% | -10% | 8% | 5% | -11 | -3 | -6% | 0% | -8%
`O=C1N=C(N2CCOCC2)S/C1=C\C=C/c1ccccc1` is listed with 12% | -28% | 2% | -3% | -18 | -6 | 1% | -22% | 5%
